CCHFV vOTU inh: CCHFV vOTU protease inhibition; Pep-AMC fluorescence; inhibition, % at 11.5 µM; AID 651958; hit rate 0.55% among 370,000; further: 0% = vehicle wells with enzyme and 100% = no enzyme wells
Mtb BioA inh: BioA (M. tuberculosis) enzyme inhibition; AID 602481; inhibition, % at 9.99 µM; hit rate 0.096% among 360,000; purified M. tuberculosis BioA enzyme, plate reader; in the data active means inhibition above about 40%; inconclusive means no clear call, values can overlap the other calls
BoNT-F LC inh: BoNT F light chain protease inhibition. Multiplex microsphere protease cleavage assay, flow cytometry. inhibition, % at 10 µM. hit rate 0.22% among 360,000; in the data active means inhibition above about 35%, passing the limit was not always enough; inconclusive means no clear call, values can overlap the other calls; further: plate controls were buffer without enzyme for full effect and enzyme alone for no effect
UGM FP inh: inhibitors of M. tuberculosis UDP-galactopyranose mutase; P9WIQ1; purified UGM, fluorescence polarization probe displacement; inhibition, % at 10 µM; hit rate 0.06% among 320,000; AID 504406; in the data active means inhibition above about 10%, passing the limit was not always enough; inconclusive means no clear call, values can overlap the other calls
Target sequence (P9WIQ1 whole entry, looked up): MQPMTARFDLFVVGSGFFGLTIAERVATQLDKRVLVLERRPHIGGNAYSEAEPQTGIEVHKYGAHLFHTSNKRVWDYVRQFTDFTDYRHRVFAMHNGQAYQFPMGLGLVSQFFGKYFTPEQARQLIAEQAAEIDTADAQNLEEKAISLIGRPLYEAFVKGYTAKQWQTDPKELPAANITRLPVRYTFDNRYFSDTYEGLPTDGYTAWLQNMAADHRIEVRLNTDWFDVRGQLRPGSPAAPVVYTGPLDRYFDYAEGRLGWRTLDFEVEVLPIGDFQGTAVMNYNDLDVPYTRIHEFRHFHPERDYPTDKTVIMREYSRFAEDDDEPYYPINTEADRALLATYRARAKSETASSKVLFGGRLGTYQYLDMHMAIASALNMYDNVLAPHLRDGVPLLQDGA
GDH-TPI counter: counter-screen for M. tuberculosis FBA inhibitors: GDH-TPI coupled enzymes | GDH-TPI coupled enzyme counterscreen, NADH absorbance | inhibition, % at 4.8 µM | hit rate 1.2% among 360,000;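 further: 0% = DMSO wells and 100% = wells lacking the enzyme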
BoNT-A LC inh2: inhibitors of Botulinum neurotoxin A light chain protease; AID 588499; multiplex microsphere protease substrate cleavage, flow cytometry; inhibition, % at 10 µM; hit rate 0.17% among 360,000; in the data active means inhibition above about 30%; inconclusive means no clear call, values can overlap the other calls; further: plate controls were buffer without enzyme for full effect and enzyme alone for no effect
FadD28 FP inh: M. tuberculosis FadD28 bisubstrate binding inhibition | FadD28 bisubstrate probe binding, fluorescence polarization | inhibition, % at 12.5 µM | hit rate 0.22% among 360,000 | AID 588549; in the data active means inhibition above about 8.5%, passing the limit was not always enough; inconclusive means no clear call, values can overlap the other calls
PrPC surface inh: reduces human prion protein on the cell surface | P04156 | cell surface PrPC, TR-FRET read-out | inhibition, % at 13.8 µM | hit rate 0.43% among 370,000; in the data active means inhibition above about 24%; further: 0% = median of the test wells and 100% = reference compound wells
FBA Mtb inh: Mtb fructose-bisphosphate aldolase inhibition | P9WQA3 | purified M. tuberculosis FBA, fluorescence read-out | inhibition, % at 1 µM | hit rate 2.3% among 360,000 | AID 588726; in the data active means inhibition above about 27%;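 further: 0% = vehicle and 100% = reference inhibitor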
Target sequence (P9WQA3 whole entry, looked up): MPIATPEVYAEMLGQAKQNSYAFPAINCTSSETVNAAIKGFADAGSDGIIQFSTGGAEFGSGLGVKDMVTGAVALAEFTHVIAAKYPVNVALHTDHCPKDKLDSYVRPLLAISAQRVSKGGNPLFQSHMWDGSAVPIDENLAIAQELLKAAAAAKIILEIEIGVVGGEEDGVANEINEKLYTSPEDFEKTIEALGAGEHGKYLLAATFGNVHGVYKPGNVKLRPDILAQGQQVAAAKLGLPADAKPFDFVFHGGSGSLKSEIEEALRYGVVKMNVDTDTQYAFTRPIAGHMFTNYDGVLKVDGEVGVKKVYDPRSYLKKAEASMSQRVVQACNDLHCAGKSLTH
Starred values were filed as active, the others as inactive; ? = inconclusive; · = not tested or not shown. Unless noted, no stated cut-off is given here; in the data, active means inhibition above about 30%; inactive means the rest.

Keys – A = CCHFV vOTU inh; B = Mtb BioA inh; C = BoNT-F LC inh; D = UGM FP inh; E = GDH-TPI counter; F = BoNT-A LC inh2; G = FadD28 FP inh; H = PrPC surface inh; I = FBA Mtb inh
CC1CCCCN1C(=O)Cn1cc(C=C2C(=O)N(C)C(=O)N(C)C2=O)c2ccccc21 (configuration not stated)
  A: -5 | B: -0.9 | C: 3 | D: -1.5 | E: -12 | F: -1.1 | G: -4.0 | H: 3 | I: -4

COc1ccc(CCN=C(N)NS(=O)(=O)c2cccs2)cc1OC
  A: -10 | B: 0.4 | C: 1 | D: -3.0 | E: 5 | F: -0.3 | G: -3.4 | H: 4 | I: 2

COc1cc(NC(=O)COn2nnc3ccc(S(C)(=O)=O)cc32)cc(OC)c1
  A: 7 | B: 0.9 | C: 0 | D: 0.2 | E: -4 | F: -0.2 | G: -4.8 | H: -8 | I: -1

O=C(O)CCCC(=O)OCc1c(-c2ccccc2)ncc2ccccc12
  A: -4 | B: -1.6 | C: -3 | D: 1.7 | E: 6 | F: -0.3 | G: -1.1 | H: -1 | I: 0

COc1ccccc1OCC(=O)Nc1ccc(-c2nnc(-c3ccco3)o2)cc1
  A: 14 | B: -0.2 | C: 2 | D: 1.0 | E: 23 | F: -2.2 | G: -0.8 | H: 0 | I: 1

CC(=O)c1ccc(NC(=O)c2cc(CC(C)C)nc3ccccc23)cc1
  A: 3 | B: -1.9 | C: ? | D: -2.6 | E: 6 | F: 2.9 | G: -3.0 | H: -7 | I: 1

COc1ccc(OC)c(S(=O)(=O)Nc2ccc(C(N)=O)cc2)c1
  A: -11 | B: -0.1 | C: -4 | D: -0.5 | E: -2 | F: -0.3 | G: -2.1 | H: 4 | I: 2

Oc1ccc(C=NNc2nc3ccccc3s2)c(O)c1
  A: 1 | B: -0.6 | C: -11 | D: · | E: 32* | F: -0.2 | G: 5.7 | H: -3 | I: -1

Cc1ccc(NC(=O)CNC(=O)CN2C(=O)c3ccccc3C2=O)cc1
  A: -7 | B: -1.3 | C: -10 | D: · | E: · | F: -0.4 | G: 0.0 | H: -3 | I: 2

CCC(=O)c1ccc(OCC(=O)OCC(=O)N2CCCc3ccccc32)cc1
  A: 4 | B: 2.0 | C: · | D: 1.2 | E: 5 | F: · | G: -4.3 | H: 8 | I: 1

CN(C)c1ccc(N/C=C/C(=O)c2ccco2)cc1
  A: 68* | B: -0.7 | C: -43 | D: 0.6 | E: 5 | F: 0.0 | G: 0.1 | H: -16 | I: -6

O=c1[nH][nH]c(C(F)(F)F)c1C=NCc1ccccc1Cl
  A: 12 | B: -4.1 | C: -6 | D: -0.3 | E: 14 | F: -0.1 | G: 0.9 | H: 0 | I: 7

Cc1cc(C)c2cc(CN(CCN3CCCC3)C(=O)Nc3ccc(F)cc3)c(=O)[nH]c2c1
  A: 6 | B: -0.7 | C: 62* | D: 4.1 | E: 16 | F: 3.4 | G: -8.3 | H: -14 | I: -1

Cc1ccc(S(=O)(=O)Nc2ccc(-c3ccc4nncn4n3)cc2)cc1
  A: 5 | B: -1.5 | C: 5 | D: 1.1 | E: 18 | F: 5.0 | G: -1.9 | H: -10 | I: 4

COc1ccc(Cl)c(-c2cc(C(=O)NCc3ccco3)[nH]n2)c1
  A: -7 | B: -0.8 | C: -2 | D: · | E: 7 | F: -0.7 | G: -2.3 | H: 5 | I: 1

Looked up by compound from above, two records:
Keys – A = CCHFV vOTU inh; B = Mtb BioA inh; C = BoNT-F LC inh; D = UGM FP inh; E = GDH-TPI counter; F = BoNT-A LC inh2; G = FadD28 FP inh; H = PrPC surface inh; I = FBA Mtb inh
O=c1[nH][nH]c(C(F)(F)F)c1C=NCc1ccccc1Cl
  A: 12 | B: -4.1 | C: -6 | D: -0.3 | E: 14 | F: -0.1 | G: 0.9 | H: 0 | I: 7

Cc1ccc(S(=O)(=O)Nc2ccc(-c3ccc4nncn4n3)cc2)cc1
  A: 5 | B: -1.5 | C: 5 | D: 1.1 | E: 18 | F: 5.0 | G: -1.9 | H: -10 | I: 4

Later entries:
Keys – A = CCHFV vOTU inh; B = Mtb BioA inh; C = BoNT-F LC inh; D = UGM FP inh; E = GDH-TPI counter; F = BoNT-A LC inh2; G = FadD28 FP inh; H = PrPC surface inh; I = FBA Mtb inh
C#CCN1CCc2onc(-c3ccccc3OC)c2C1=O
  A: -10 | B: -0.4 | C: 8 | D: · | E: · | F: -0.1 | G: -0.8 | H: -1 | I: 0

O=C(Cn1cnc2c(nnn2-c2ccccc2)c1=O)NCc1ccco1
  A: -7 | B: 1.4 | C: -8 | D: -1.0 | E: 6 | F: 0.2 | G: -3.1 | H: 1 | I: -1

COc1ccc(CN(CC(=O)NC2CCCC2)C(=O)c2ccc(-c3ccccc3)[nH]2)cc1
  A: 14 | B: · | C: -9 | D: -0.9 | E: 6 | F: -0.1 | G: -3.0 | H: 6 | I: -1

Cc1cc2c(cc1C)N[C@]1(C[C@H]3CCCC(=O)N4CC[C@@H](C1)[C@@H]34)C(=NC(C)(C)CC(C)(C)C)N2
  A: 8 | B: -0.7 | C: 1 | D: · | E: 1 | F: -1.2 | G: -2.6 | H: -2 | I: 1

CCOCCCN(C(=O)c1snc(C(N)=O)c1N)C(C(=O)NC1CCCC1)c1ccc(F)cc1 (configuration not stated)
  A: -18 | B: -4.1 | C: 8 | D: -3.1 | E: 13 | F: -0.4 | G: 0.8 | H: 1 | I: 15

Cc1cc(C(=O)CSc2ccccc2)cc(C)c1O
  A: 14 | B: -1.1 | C: -11 | D: -0.5 | E: 16 | F: 0.0 | G: 0.3 | H: 7 | I: 2

Cn1cc(C(=O)N2CCCCCC2)c(=O)c2cc(S(=O)(=O)N3CCCCC3)ccc21
  A: -2 | B: 5.5 | C: -5 | D: -4.9 | E: 5 | F: 0.2 | G: -3.4 | H: -4 | I: -1

O=C(CSc1nccn1-c1cccc(Cl)c1)NO
  A: 7 | B: · | C: -12 | D: -3.0 | E: 3 | F: -0.2 | G: -3.8 | H: 5 | I: -2

O=C1CC(=O)N(CCc2ccccc2)C(=O)N1CCc1ccccc1
  A: 15 | B: 0.2 | C: -3 | D: -0.4 | E: 5 | F: 1.5 | G: 2.7 | H: -1 | I: -1

COc1cc(S(=O)(=O)N2CCOCC2)ccc1NC(=O)COC(=O)c1ccc(Cl)nc1
  A: 6 | B: 1.2 | C: -11 | D: 2.0 | E: 0 | F: -1.9 | G: -4.2 | H: 4 | I: -3

Cc1ccc(C(=O)Nc2cccc(-c3ccc(N4CCOCC4)nn3)c2)cc1
  A: 7 | B: 4.1 | C: · | D: 0.3 | E: 7 | F: · | G: -1.0 | H: -4 | I: 4

C/C(=N/NC(=O)OC(C)(C)C)c1ccco1
  A: 2 | B: · | C: 0 | D: 0.3 | E: 0 | F: 0.1 | G: -4.2 | H: -10 | I: -1

CCOc1ccc(NC(=O)CCC(=O)c2ccc(OC)cc2)cc1
  A: -3 | B: 0.4 | C: · | D: 0.8 | E: 16 | F: · | G: -1.5 | H: 6 | I: -3

CCOc1ccc(C(=O)OCCN(C)C)cc1
  A: 7 | B: · | C: -2 | D: -0.8 | E: 8 | F: -0.3 | G: -1.2 | H: -8 | I: -2

N#C/C(=C/c1ccccc1OCc1ccc(F)cc1)c1ccc(C(=O)O)cc1
  A: 18 | B: 3.0 | C: ? | D: -3.2 | E: 15 | F: -4.5 | G: -14 | H: 10 | I: -2

Reformatted with bars between the fields: part of the list above
canonical_smiles | CCHFV vOTU inh | Mtb BioA inh | BoNT-F LC inh | UGM FP inh | GDH-TPI counter | BoNT-A LC inh2 | FadD28 FP inh | PrPC surface inh | FBA Mtb inh
COc1cc(S(=O)(=O)N2CCOCC2)ccc1NC(=O)COC(=O)c1ccc(Cl)nc1 | 6 | 1.2 | -11 | 2.0 | 0 | -1.9 | -4.2 | 4 | -3
Cc1ccc(C(=O)Nc2cccc(-c3ccc(N4CCOCC4)nn3)c2)cc1 | 7 | 4.1 | · | 0.3 | 7 | · | -1.0 | -4 | 4

As a short view, part of the list above:
Keys – A = CCHFV vOTU inh; B = Mtb BioA inh; C = BoNT-F LC inh; D = UGM FP inh; E = GDH-TPI counter; F = BoNT-A LC inh2; G = FadD28 FP inh; H = PrPC surface inh; I = FBA Mtb inh
CCOc1ccc(NC(=O)CCC(=O)c2ccc(OC)cc2)cc1
  A: -3 | B: 0.4 | C: · | D: 0.8 | E: 16 | F: · | G: -1.5 | H: 6 | I: -3

CCOc1ccc(C(=O)OCCN(C)C)cc1
  A: 7 | B: · | C: -2 | D: -0.8 | E: 8 | F: -0.3 | G: -1.2 | H: -8 | I: -2

N#C/C(=C/c1ccccc1OCc1ccc(F)cc1)c1ccc(C(=O)O)cc1
  A: 18 | B: 3.0 | C: ? | D: -3.2 | E: 15 | F: -4.5 | G: -14 | H: 10 | I: -2

Continuation.
Keys – A = CCHFV vOTU inh; B = Mtb BioA inh; C = BoNT-F LC inh; D = UGM FP inh; E = GDH-TPI counter; F = BoNT-A LC inh2; G = FadD28 FP inh; H = PrPC surface inh; I = FBA Mtb inh
O=C(CCl)NC(Cc1ccccc1)C(=O)OCC(=O)c1ccc(-c2ccccc2)cc1 (configuration not stated)
  A: 3 | B: · | C: 2 | D: · | E: 3 | F: 0.0 | G: -3.3 | H: 4 | I: -3

COc1ccc(C(=O)NC2CC2)cc1OC1CCN(C/C=C/c2ccccc2)CC1
  A: -8 | B: -1.9 | C: 0 | D: -2.8 | E: 1 | F: -0.3 | G: -1.3 | H: -3 | I: 0

CCCOc1cccc(C2/C(=C(/O)c3ccc(F)cc3)C(=O)C(=O)N2CCN(C)C)c1 (configuration not stated)
  A: -2 | B: -2.0 | C: 5 | D: 1.0 | E: 19 | F: 0.4 | G: 0.6 | H: 0 | I: -3

CCOc1ccc(-c2cccc(NC(=O)COc3ccccc3)c2)nn1
  A: · | B: 1.0 | C: 0 | D: 3.6 | E: 5 | F: -0.8 | G: -3.3 | H: · | I: -1
